Screening data: PubChem, several laboratories
Redox H2O2 prof – compounds producing H2O2 with reducing agent – biochemical, NIH compound library profiling, artefact control for MLSCN library redox annotation, primary screen. DTT-dependent redox cycling H2O2, phenol red/HRP absorbance; 100% = 100 µM peroxide control, 0% = buffer. activation, % at 10 µM. 200,000 tested, 0.03% active. AID 878;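 active = activation of at least 50% relative to the plate's high and low controls in the primary single-dose screen; inactive = activation below 50%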;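 note: compound incubated with DTT at 0.8 mM final as the reducing agent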
Hsp70 activator – transcriptional activators of Hsp70; activation, % at 10 µM; HeLa Hsp70 promoter luciferase reporter, luminescence; scaled: vehicle 0, proteasome-inhibitor control 100%; 200,000 tested, 0.04% active;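 active = activation above the mean across all tested compounds plus 3 SD, cutoff set per campaign, cut at about 5.5% in these data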;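 note: 100% = MG132 at 30 µM as the positive control and 0% = DMSO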
Efa HMGR inh – E. faecalis class II HMG-CoA reductase inhibition; purified E. faecalis HMGR, NADPH absorbance 340 nm kinetic; inhibition, % at 10 µM; 190,000 tested, 0.41% active; AID 1066;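 active = inhibition above a set limit, the median over all tested compounds plus 3 SD, cut at about 9.5% in these data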;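 note: enzyme runs in reverse so mevalonate oxidation gives rising NADPH absorbance; 0% = complete reaction with DMSO and 100% = background rate lacking mevalonate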
S1P3 antagonist – blocks the human S1P3 receptor; Q99500; CHO S1P3 NFAT-BLA reporter, FRET fluorescence, antagonist mode; inhibition, % at 4.98 µM; 170,000 tested, 0.27% active;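 active = inhibition above the plate cutoff, the mean inhibition of test wells on that plate plus 3 SD, cut at about 28% in these data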;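 note: cells challenged with S1P at its EC80 of 0.8 µM; blue over green emission ratio from cleaved BLA substrate after 4 h stimulation; 0% = S1P-stimulated wells and 100% = unstimulated DMSO-only wells; some compounds past the cut are filed as inactive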
RAM network inh – blocks the yeast RAM network; S. cerevisiae dse1pr::URA3 reporter, 5-FOA growth OD615, 2 d; analog-sensitive cbk1-as2 kinase mutant strain; inhibition, % at 50 µM; 190,000 tested, 1.8% active;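 active = inhibition above a set limit, 3 SD over mean compound inhibition, cut at about 8.4% in these data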;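 note: 0% = DMSO-only wells with no growth and 100% = 10 µM 1-NA-PP1 full growth; inhibition rescues growth on 5-FOA so higher OD means more RAM inhibition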
TNAP inh no acc – TNAP (human) inhibition, acceptor-free conditions | P05186 | purified TNAP, CDP-star luminescence, 30 min | inhibition, % at 20 µM | 200,000 tested, 0.26% active | AID 1012;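 active = tissue-nonspecific alkaline phosphatase inhibition above about 50% at 20 µM in the single-dose screen, limit read from the data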;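 note: 0% = DMSO negative control and 100% = EDTA positive control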
Target sequence (P05186 whole entry, looked up): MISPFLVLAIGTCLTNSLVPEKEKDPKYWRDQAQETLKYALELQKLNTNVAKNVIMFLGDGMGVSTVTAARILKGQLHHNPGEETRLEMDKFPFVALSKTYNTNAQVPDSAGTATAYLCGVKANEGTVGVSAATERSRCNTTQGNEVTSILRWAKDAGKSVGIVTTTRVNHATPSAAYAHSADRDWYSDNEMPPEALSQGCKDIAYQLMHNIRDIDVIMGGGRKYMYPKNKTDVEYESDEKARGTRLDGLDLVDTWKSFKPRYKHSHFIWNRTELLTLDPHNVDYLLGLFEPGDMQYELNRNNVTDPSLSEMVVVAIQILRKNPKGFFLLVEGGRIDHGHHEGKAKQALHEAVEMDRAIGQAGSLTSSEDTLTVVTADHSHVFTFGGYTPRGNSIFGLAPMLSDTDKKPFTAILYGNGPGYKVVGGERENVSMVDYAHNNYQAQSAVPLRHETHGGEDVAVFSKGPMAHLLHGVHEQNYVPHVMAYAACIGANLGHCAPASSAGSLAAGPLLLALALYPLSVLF
Lmaj promast – Leishmania major promastigote growth inhibition; Leishmania major promastigotes, resazurin fluorescence viability; inhibition, % at 10 µM; 200,000 tested, 9% active; in the data active = inhibition above about 50%;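 note: promastigotes grown with compound for 44 hours at 28 °C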
TNAP inh hiacc – blocks human TNAP under high phosphate acceptor concentration. purified TNAP, CDP-star luminescence, 1 M DEA. 200,000 tested, 0.03% active. inhibition, % at 20 µM;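 active = over 50% inhibition of tissue-nonspecific alkaline phosphatase at 20 µM in the single-dose screen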;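 note: plate controls were DMSO wells for no effect and EDTA-quenched wells as full inhibition for full effect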
PMI act satM6P – PMI (human) activation, high substrate. P34949. coupled PMI enzyme assay, resazurin fluorescence, 20 min; active compounds read high; 1 = untreated enzyme, 0 = substrate-free blank. activation factor at 20 µM. 190,000 tested, 0.34% active;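 active = activation factor of 2 or more at 20 µM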
Target sequence (P34949 whole entry, looked up): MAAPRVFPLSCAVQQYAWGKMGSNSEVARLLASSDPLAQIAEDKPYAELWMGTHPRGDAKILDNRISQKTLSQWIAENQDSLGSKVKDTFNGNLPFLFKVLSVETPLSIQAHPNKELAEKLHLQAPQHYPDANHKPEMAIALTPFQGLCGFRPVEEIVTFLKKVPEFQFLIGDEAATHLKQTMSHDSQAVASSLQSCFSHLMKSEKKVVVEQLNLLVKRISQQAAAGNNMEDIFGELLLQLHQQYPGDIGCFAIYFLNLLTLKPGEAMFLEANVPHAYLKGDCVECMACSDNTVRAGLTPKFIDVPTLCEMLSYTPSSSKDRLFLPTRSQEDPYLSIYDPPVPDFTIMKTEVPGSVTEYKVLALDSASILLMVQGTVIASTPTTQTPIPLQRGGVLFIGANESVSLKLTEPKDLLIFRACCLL
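Test system: human phosphomannose isomerase with PGI, G6PDH, diaphorase coupling enzymes; amount: 15 ng/mL PMI; incubation: enzyme reaction with compound 20 min at room temperature; technique: resorufin fluorescence (Ex 544/Em 590 nm) from resazurin via diaphorase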
PMI act – phosphomannose isomerase (human) activation. purified human PMI, coupled resazurin fluorescence, 20 min; active compounds read high; 1 = vehicle control, 0 substrate-free wells. activation factor at 20 µM. 190,000 tested, 0.005% active. AID 1214;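 active = activation factor of 2 or more at 20 µM, relative to plate controls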
The depositor's hits bear a star; · = no result given.

SMILES | Redox H2O2 prof | Hsp70 activator | Efa HMGR inh | S1P3 antagonist | RAM network inh | TNAP inh no acc | Lmaj promast | TNAP inh hiacc | PMI act satM6P | PMI act
CC1(C)Cc2c(c(-c3ccco3)nc3sc4c(NCCO)ncnc4c23)CO1 | -0.4 | -0.2 | -13 | -22 | -0.1 | -10 | 38 | 3 | 1.3 | 1.2
CC1=Cc2ccccc2C(C#N)N1C(=O)c1ccccc1 (centres undefined) | -0.2 | -0.2 | -2 | -1 | -1.1 | 0 | 11 | -6 | 1 | 1.1
CCC(=O)c1ccc(N2CCCC2)c(F)c1 | 0.4 | 0.0 | 1 | · | -1.3 | -6 | -5 | -1 | 1.1 | 1
COc1ccc(NC(=O)c2cc(SC)ccc2Cl)cc1 | 0.1 | 0.0 | -2 | -2 | 3.8 | -8 | -7 | -1 | 1.1 | 1
COc1ccccc1/C=C/C=N/N1CCN(Cc2cccc3ccccc23)CC1 | -2.7 | -0.3 | -5 | · | 2.3 | -10 | 9 | -2 | 1 | 0.9
COc1ccc(-c2nnc3sc(CCN4C(=O)c5ccccc5C4=O)nn23)cc1 | 0.2 | -0.4 | 0 | 10 | 9.4* | -14 | 2 | -7 | 0.9 | 0.9
O=C(c1ccc(CS(=O)(=O)c2ccc(Br)cc2)o1)N1CCCC1 | -0.8 | -0.2 | 2 | 4 | 0.9 | -14 | 8 | -3 | 0.9 | 1
CCSc1nnc(NC(=O)C(C)Sc2nc3ccccc3[nH]2)s1 (centres undefined) | 0.2 | -0.4 | -2 | -1 | -0.8 | -70 | -4 | -5 | 0.8 | 0.8
CC1=CC(C2CC(=O)N(c3ccccc3C)C2=O)CC2C(=O)N(c3ccccc3C)C(=O)C12 (centres undefined) | 6.3 | 0.0 | -4 | 1 | 0.5 | -8 | 6 | -6 | 1 | 1
O=C(c1ccc(C(=O)N2CCCc3ccccc32)nc1)N1CCCc2ccccc21 | · | · | · | -14 | · | -10 | · | -7 | 1 | 1.1
Cc1ccc(-c2cc(C(=O)Nc3cnn(C45CC6CC(CC(C6)C4)C5)c3)no2)cc1 | 0.2 | -0.5 | -2 | 15 | 2.5 | -13 | -2 | -8 | 0.8 | 0.9
S=c1[nH]nc(Nc2ccccc2)s1 | 0.7 | -0.3 | -4 | -6 | 1.6 | -3 | -10 | -2 | 2* | 1.4
CCOc1ccc(NC(=S)Nc2ccc(Br)cc2Cl)cc1 | 1.4 | -0.3 | -3 | 0 | 7.5 | -3 | 3 | 1 | 0.8 | 0.8
CC(C)CN(C(=O)COC(=O)c1ccc2c(c1)NC(=O)CS2)C1CCS(=O)(=O)C1 (centres undefined) | 0.2 | -0.2 | -4 | -6 | -0.5 | -13 | -4 | -3 | 1.1 | 1.1
O=C(NCCN1CCN(c2ccccc2)CC1)c1ccc(NC(=O)C2CCCO2)cc1 (centres undefined) | -0.1 | 0.1 | -7 | · | -0.3 | -12 | 3 | -6 | 1.1 | 1.1
CCCOc1ccc(/C=N/Nc2ccc(C(=O)O)cc2)c(OCCC)c1 | 0.7 | 0.4 | -11 | -5 | 3.3 | -13 | 40 | -2 | 1.3 | 1.4
Cc1cccc(-n2cc(-c3ccccc3)c3c(N4CCOCC4)ncnc32)c1 | 0.1 | -0.1 | -4 | -3 | 1.0 | 5 | 15 | 3 | 0.9 | 0.8
Cn1c(-c2ccccc2)c(CCO)c2ccccc21 | 1.9 | -0.3 | -2 | -11 | -0.2 | -6 | 35 | -2 | 1.1 | 1
CC(C)(C)[C@@H]1C=C(C(=O)O)O[C@H](OCc2ccc(CO)cc2)C1 | -0.1 | -0.2 | 9 | -10 | -0.1 | -9 | 1 | -9 | 1 | 0.9
COCCCN1C(=O)C(=O)/C(=C(/O)c2ccc3c(c2)OCCO3)C1c1ccc(C(=O)OC)cc1 (centres undefined) | 0.0 | -0.1 | -2 | 5 | 1.8 | -10 | 0 | -5 | 1 | 1
CC1CCCN(CC(O)CN)C1 (centres undefined) | 1.1 | -0.1 | -1 | · | 0.9 | 2 | -3 | -2 | 1.1 | 1.1
Cc1ccccc1C(=O)OCc1cnc(Cl)s1 | -2.2 | -0.2 | -5 | -2 | 0.2 | -10 | 2 | -5 | 1 | 1
Cn1c(SCC(=O)CC(=O)Nc2ccccc2)nnc1-c1ccc(O)cc1 | 0.5 | -0.4 | -2 | · | 0.6 | -11 | -7 | -6 | 1 | 1.1
COC(=O)c1cc(Br)c(=O)n(Cc2ccco2)c1 | -0.9 | -0.3 | -9 | · | 0.8 | -1 | 3 | -5 | 1 | 1
COCCn1c(=NC(=O)c2nc3ccccc3s2)sc2cc(S(C)(=O)=O)ccc21 | 0.7 | -0.3 | -3 | -1 | 2.9 | 2 | -4 | 4 | 1 | 0.9
CCSc1nc2ccccc2c(=O)n1-c1c(C)n(C)n(-c2ccccc2)c1=O | -3.8 | -0.2 | -5 | -24 | 2.5 | -6 | -6 | -1 | 0.9 | 0.9
CC(C)NC(=O)C(=O)NCCCN1CCOCC1 | 0.0 | -0.2 | -3 | -4 | 1.4 | -5 | -7 | -2 | 0.9 | 1
Cc1ccccc1NC(=O)OCc1cn(-c2ccc(Cl)cc2)nn1 | -12 | -0.4 | 0 | · | 5.5 | -9 | -6 | -4 | 1 | 1
O=C(CSc1nnc(Nc2ccccc2)s1)Nc1ccc(S(=O)(=O)N2CCOCC2)cc1 | 0.1 | -0.5 | 0 | · | 2.3 | -13 | 10 | -13 | 0.9 | 0.9
CCS(=O)(=O)N1CCN(C(=O)COc2ccc(-c3ccccc3)cc2)CC1 | 0.2 | -0.5 | 0 | · | 2.5 | -5 | -1 | -6 | 0.9 | 1
CCCN1C2=C(C(=O)CCC2)C(c2ccc(O)c(Br)c2)C2=C1CCCC2=O | 2.8 | -0.1 | -1 | -52 | 1.6 | -1 | 20 | 6 | 0.8 | 1
Cc1cc(NC(=O)Cn2nnc3sc4c(c3c2=O)CCCC4)no1 | 1.6 | 0.2 | -1 | -12 | 4.2 | -15 | -3 | -5 | 1 | 1
COc1cc(CCC(=O)Nc2ccc(C)c(S(=O)(=O)N(C)C)c2)cc(OC)c1OC | 0.3 | -0.1 | 1 | -7 | 0.5 | -13 | 45 | -2 | 1.1 | 1
O=C(NCc1ccc(F)cc1)C(=O)NCC1OCCN1C(=O)c1cccs1 (centres undefined) | -0.1 | -0.1 | -6 | -13 | 3.3 | -4 | -5 | 2 | 1.1 | 1
c1ccc(C2OC3c4cccc5cccc(c45)C3N2c2ccccc2)cc1 (centres undefined) | 1.7 | -0.3 | -8 | · | 0.6 | -14 | -2 | -6 | 0.9 | 0.9
Cc1cccc(C)c1NC(=O)Nc1cccs1 | 0.0 | 0.1 | -2 | 18 | 4.0 | -12 | -8 | -1 | 1.1 | 1

An excerpt of these results, as tab-separated lines:
canonical_smiles	Redox H2O2 prof	Hsp70 activator	Efa HMGR inh	S1P3 antagonist	RAM network inh	TNAP inh no acc	Lmaj promast	TNAP inh hiacc	PMI act satM6P	PMI act
CC(C)NC(=O)C(=O)NCCCN1CCOCC1	0.0	-0.2	-3	-4	1.4	-5	-7	-2	0.9	1
Cc1ccccc1NC(=O)OCc1cn(-c2ccc(Cl)cc2)nn1	-12	-0.4	0	·	5.5	-9	-6	-4	1	1
O=C(CSc1nnc(Nc2ccccc2)s1)Nc1ccc(S(=O)(=O)N2CCOCC2)cc1	0.1	-0.5	0	·	2.3	-13	10	-13	0.9	0.9

The list continues:
SMILES | Redox H2O2 prof | Hsp70 activator | Efa HMGR inh | S1P3 antagonist | RAM network inh | TNAP inh no acc | Lmaj promast | TNAP inh hiacc | PMI act satM6P | PMI act
Cc1ccc(CNC(=O)/C=C/C(=O)O)cc1 | -0.2 | -0.3 | 8 | 5 | 3.6 | -3 | -5 | 1 | 1.2 | 1.3
CNc1sc(C(=O)c2ccc(F)cc2)c(N)c1-c1nc2ccccc2s1 | -0.3 | -0.1 | -2 | · | 3.0 | -4 | 2 | 10 | 1.6 | 1.5
Cc1cc(C)n2cc(CSCc3ccco3)nc2n1 | 12 | -0.1 | 0 | -24 | 0.7 | -1 | -1 | -4 | 0.8 | 0.9
COc1ccc(N2CC(C(=O)Nc3ncccc3C)CC2=O)cc1 (centres undefined) | 0.8 | 0.1 | -3 | -17 | 4.4 | -2 | -9 | -1 | 1.1 | 1.1
COc1cnn(C(C)(C)C)c(=O)c1Cl | 2.3 | -0.2 | 1 | · | 0.0 | -10 | -4 | -4 | 1 | 1
CC(C)OC(=O)c1cc(-c2ccc(C=O)o2)ccc1Cl | -0.6 | -0.2 | -1 | -16 | -0.1 | -6 | 20 | 6 | 0.9 | 1
CCN1c2ccccc2NC2C1C(C(C)=O)C(=O)N2c1ccc(Cl)cc1 (centres undefined) | -0.1 | 0.0 | -4 | -36 | 2.7 | -5 | 35 | -1 | 0.7 | 1.1
OC1(c2ccccc2)CN(c2ccccc2)C2=[N+]1CCS2 (centres undefined) | 0.5 | -0.5 | -5 | 3 | 3.4 | -18 | 9 | -3 | 1 | 0.9
CCN(Cc1nc(-c2cccc(Cl)c2)no1)CC1CCCO1 (centres undefined) | -1.5 | 0.2 | -2 | -1 | 3.9 | -8 | 0 | -7 | 1 | 0.9
COc1cc(OC)cc(C(=O)N2CCC(N3CCN(c4ccccc4OC)CC3)CC2)c1 | 0.0 | -0.1 | -4 | 2 | -0.4 | -14 | -5 | -2 | 0.9 | 1
CN(C)S(=O)(=O)c1cc(C(=O)OCCn2cnc3c2c(=O)n(C)c(=O)n3C)ccc1Cl | -1.6 | 0.0 | 1 | -4 | -0.8 | -6 | 2 | -1 | 1 | 1
Cc1cc(C)n(-c2nc3nonc3nc2Nc2cccc(C)c2C)n1 | -2.8 | -0.1 | -5 | · | 3.8 | -4 | -4 | -3 | 1 | 1
CC1=[N+](CC(=O)NC(C)(C)C)CCc2ccccc21 | -0.7 | -0.3 | 2 | -6 | 3.2 | -14 | -4 | -6 | 1 | 1.1
COC(=O)Cn1c(=NC(=O)CSCC(=O)Nc2cc(C)on2)sc2cc(C(=O)OC)ccc21 | -0.5 | -0.3 | 0 | -8 | 3.0 | -4 | -6 | 0 | 1 | 0.9
COc1cccc(C(=O)NC(C)c2ccc(Br)cc2)c1 (centres undefined) | -0.8 | -0.3 | -4 | 13 | -0.1 | -6 | 61* | -3 | 0.8 | 0.9
O=C(Nc1ccccc1)c1ccccc1OCc1cccc([N+](=O)[O-])c1 | 0.4 | 0.5 | 3 | -5 | 0.1 | 6 | 55* | -2 | 1 | 0.9
O=C(C1CCN(S(=O)(=O)c2cccc([N+](=O)[O-])c2)CC1)N1CCOCC1 | 0.1 | -0.1 | -4 | -1 | 2.5 | -12 | -4 | -9 | 1 | 1
CCOc1cc(/C=N/N=C2/NC(=O)C(CC(=O)O)S2)ccc1OCc1ccccc1Cl (centres undefined) | 1.5 | -0.2 | 7 | -4 | 3.7 | -22 | -10 | -4 | 1 | 1
CCN1C/C(=C/c2cccc([N+](=O)[O-])c2)C(=O)/C(=C/c2cccc([N+](=O)[O-])c2)C1 | -0.1 | -0.1 | -6 | 6 | 4.2 | -10 | 100* | -5 | 1.3 | 1.2
